Screening results (PubChem)
M. tuberculosis: growth inhibition of non-replicating M. tuberculosis (AID 488890); Mycobacterium tuberculosis non-replicating, growth inhibition; higher % means a stronger effect; inhibition, % at 25 µM; hits with a dose series show IC50 in µM; 320,000 tested, 0.39% active; in the data active = a potency from the dose series; inconclusive = inhibition mostly from about 82% at the one dose, without a potency; inactive = the rest, 99 in 100 with inhibition below about 76%;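 note: plate controls were DMSO cells for no effect and high antibiotic wells for full effect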
influenza NS1A: H1N1 influenza NS1A inhibitors, functional cell based assay (AID 504329); NS1A functional cell-based assay, percent inhibition; higher % means a stronger effect; 340,000 tested, 0.3% active; one-dose inhibition, % at 12.5 µM; IC50 in µM for titrated hits; in the data active = a potency from the dose series; inconclusive = inhibition above about 27% without an active follow-up result; note: strong numbers were not always called active
H37Rv inhibition: M. tuberculosis growth inhibition, HTS (AID 449762). M. tuberculosis H37Rv growth inhibition, 7H9 media; higher % means a stronger effect. one-dose inhibition, % at 25 µM; IC50 in µM for titrated hits. 330,000 tested, 0.59% active; in the data active = a potency from the dose series; inconclusive = inhibition above about 70% without an active follow-up result;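 note: bacterial growth assessed after seven days of incubation; strong numbers were not always called active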
PhoP GFP inhibition: PhoP regulon inhibitors, Salmonella typhi PhoP promoter GFP reporter, confirmatory (AID 1850); Salmonella Typhi PhoP-promoter GFP reporter, fluorescence, 4 h; higher % means a stronger effect; 310,000 tested, 0.33% active; one-dose inhibition, % at 50 µM; IC50 in µM for titrated hits; in the data active = a potency from the dose series; inconclusive = inhibition mostly from about 25% at the one dose, without a potency; inactive = the rest, 99 in 100 with inhibition below about 19%;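 note: 0% = induced wells with vehicle and 100% = uninduced wells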
inhibitors of VEEV: inhibitors of VEEV TC-83 cytopathic effect, confirmation, Vero cells (AID 588727) | Vero cells, VEEV TC-83 cytopathic effect inhibition; higher % means a stronger effect | inhibition, % at 20 µM, or IC50 in µM where a hit was titrated | 350,000 tested, 0.13% active; in the data active = a potency from the dose series; inconclusive = inhibition mostly from about 14% at the one dose, without a potency; inactive = the rest, 99 in 100 with inhibition below about 12%; note: strong numbers were not always called active
inhibitors of VEEV 10K pilot screen: further read-out of inhibitors of VEEV, marked with its call; inhibition, %; measured here: 10K pilot screen inhibition
An asterisk follows results filed as active; i = inactive; ? = inconclusive; nt = no result given; & = joins results of further samples.

Start of the data: the first two records, ahead of the listing:
SMILES | M. tuberculosis | influenza NS1A | H37Rv inhibition | PhoP GFP inhibition | inhibitors of VEEV | others
Cn1c2c(c(=O)n(C)c1=O)C(C(F)(F)F)(C(F)(F)F)N=C(c1ccc(Cl)cc1)N2 | ? | 3% | ? | -7% | 9.7%
CC(=O)/C=C\c1cn(-c2ncc(C(F)(F)F)cc2Cl)c2ccccc12 | 16% | 0% | 38% | -7% | 1.9%

All compounds of this part, repeating the preview:
SMILES | M. tuberculosis | influenza NS1A | H37Rv inhibition | PhoP GFP inhibition | inhibitors of VEEV | others
Cn1c2c(c(=O)n(C)c1=O)C(C(F)(F)F)(C(F)(F)F)N=C(c1ccc(Cl)cc1)N2 | ? | 3% | ? | -7% | 9.7%
CC(=O)/C=C\c1cn(-c2ncc(C(F)(F)F)cc2Cl)c2ccccc12 | 16% | 0% | 38% | -7% | 1.9%
CCOc1ccc(C(CC(=O)O)NC(=O)C23CC4CC(CC(C4)C2)C3)cc1 (stereo not given) | 4% | -4% | -5% | -6% | i
CCn1cc(CN2CCC(n3nccc3NC(=O)CCc3ccccc3)CC2)cn1 | 19% | 19% | -10% | -6% | 2.6%
O=C(CCC(=O)N/N=C/c1ccc(Br)o1)N/N=C/c1ccc(Br)o1 | -7% | -7% | -9% | 2% | 1.2%
Cn1cc(CCC(=O)NCCCc2ccccc2)c2ccccc21 | 15% | -6% | -3% | -2% | 0.4%
C[N+]1(C2CCC3CCCC2C3O)CCCCC1 (stereo not given) | -8% | 4% | 0% | -3% | 1.3%
CCCOc1ccc(OCCOCCN2CCc3ccccc3C2)cc1 | 33% | 1% | -2% | -1% | i
COc1cc(/C=C2\SC(=N)N(c3ccc(F)cc3)C2=O)ccc1O | 6% | -12% | 50% | 10% | 11%
CCCCOCCCNC(=O)C1CCCCC1 | 13% | -5% | 11% | -2% | 1.1%
O=C(Nc1ccc(F)cc1)N(Cc1cccs1)Cc1cc2cc3c(cc2[nH]c1=O)OCO3 | -9% | 1% | -5% | 9% | 5.8%
CN1CCN(Cc2cc(=O)n3ccsc3n2)CC1 | -8% | -4% | 6% | -4% | 3.1%
Cc1cc(C)c(C#N)c(Oc2ccc(F)cc2)n1 | 5% | 14% | -3% | -7% | i
COc1cc(/C=N/NC(=O)c2cccnc2)ccc1OC(=O)c1ccc([N+](=O)[O-])cc1 | 41% | -9% | 9% | 6% | 0.8%
CCCOC(c1ccccc1)(c1ccccc1)C(Oc1nc(C)cc(C)n1)C(=O)O (stereo not given) | 18% | -6% | -10% | -4% | 1.0%
C[c-]1[c-](C)[c-](C)[c-](C)[c-]1C.[Fe].c1cc2nccc(N3CCCC3)[c-]2c1 (stereo not given) | ? | -1%&6% | -5%&5% | 6%&-6% | 2.7%
COC(C(=O)N/N=C(\C)c1ccc(O)cc1)c1ccccc1 (stereo not given) | -16% | 2% | 1% | 1% | 0.1%
Cc1ccc(NC(=S)c2ccncc2)c(C)c1 | 5% | -3% | 5% | 4% | i
Cc1ccc(-n2nc(-c3ccccc3)cc2Nc2ccccc2N)cc1 | 6% | 7% | 16% | -1% | 2.6%
CCOc1ccc(NC(=O)COC(=O)c2ccc3c(c2)OCCO3)cc1 | 14% | -8% | 9% | nt | 0.2%
O=C(Nc1ccc(Cl)c([N+](=O)[O-])c1)c1ccncc1 | 43% | 1% | -3% | 5% | 2.6%
CC(C)(C)c1ccc(OCCCC(=O)NNC(=O)c2ccccc2O)cc1 | -1% | -15% | 21% | -8% | 3.6%
COc1ccc(CCC(=O)N2CCCC(Nc3ccc(C)c(C)c3)C2)cc1OC (stereo not given) | 15% | -3% | -2% | 9% | 2.7%
O=S1(=O)CCOC[C@H](CC2CCCCC2)N1Cc1ccc(Cl)cc1 | 6% | 17% | -2% | 19% | 0.6%
O=C1C2CC=CCC2C(=O)N1c1ccc(NCCc2cccc(F)c2)c([N+](=O)[O-])c1 (stereo not given) | -1% | 1% | -5% | -2% | i
COc1cccc2cc(C(=O)C3=C(O)C(=O)N(CCN4CCOCC4)C3c3ccc(C)o3)oc12 (stereo not given) | 75% | 8% | 0% | -10% | 2.5%
CCn1c(CNc2ccc(Cl)cc2)nnc1SCC(=O)OC1CCCCC1 | ? | 9% | ? | 17% | 0.1%
COc1cc(NC(=O)c2ccc(Br)cc2)ccc1NC(=O)c1cc2ccccc2o1 | -7% | -25% | 13% | -4% | 2.7%
Brc1ccc(CSc2nnc(-c3ccccn3)n2Cc2ccco2)cc1 | 60% | 0% | 6% | 8% | i
Cc1cccc(C(=O)NC(=S)NNC(=O)c2ccccc2Cl)c1 | ? | 5% | ? | 1% | 2.9%

4 entries from above, ordered by length of the SMILES, low to high:
SMILES | M. tuberculosis | influenza NS1A | H37Rv inhibition | PhoP GFP inhibition | inhibitors of VEEV | others
Cc1cccc(C(=O)NC(=S)NNC(=O)c2ccccc2Cl)c1 | ? | 5% | ? | 1% | 2.9%
CC(C)(C)c1ccc(OCCCC(=O)NNC(=O)c2ccccc2O)cc1 | -1% | -15% | 21% | -8% | 3.6%
COc1ccc(CCC(=O)N2CCCC(Nc3ccc(C)c(C)c3)C2)cc1OC (stereo not given) | 15% | -3% | -2% | 9% | 2.7%
COc1cccc2cc(C(=O)C3=C(O)C(=O)N(CCN4CCOCC4)C3c3ccc(C)o3)oc12 (stereo not given) | 75% | 8% | 0% | -10% | 2.5%

Later entries.
SMILES | M. tuberculosis | influenza NS1A | H37Rv inhibition | PhoP GFP inhibition | inhibitors of VEEV | others
COc1ccccc1N1CC(C(=O)Nc2nnc(SCc3cccnc3)s2)CC1=O (stereo not given) | 6% | 9% | -2% | 0% | 0.5%
O=C(c1ccc(S(=O)(=O)Nc2ccccc2F)cc1)N1CCN(c2ccccc2O)CC1 | 15% | -1% | 1% | 1% | 11%
CC(=O)Nc1nonc1NC(=O)COc1ccccc1 | 17% | 0% | -11% | -7% | 1.5%
O=c1c2ccccc2nc(-c2ccc(Cl)cc2Cl)n1O | ? | -7% | ? | -8% | i
COc1ccc(C(=O)Nc2ccc(NC(=O)C3CCCCC3)nc2)cc1 | -10% | -2% | 3% | 6% | 0.6%
CN(C)CCNC(=O)CN1C(=O)COc2ccc(C(C)(C)C)cc21 | nt | -1% | -3% | nt | 0.6%
CCOC(=O)C1CCN(C(=O)c2c(-c3ccccc3)noc2C)CC1 | -14% | 1% | -2% | 2% | i
O=C(COc1ccccc1)NNc1nc2c(F)cc(F)cc2s1 | 35% | -5% | ? | 2% | 1.1%
OC1CCN(C(=S)Nc2ccc(Oc3ccccc3)cc2)CC1 | 9% | -13% | 0% | -9% | i
COc1cc(C2=NC(CO)(CO)CO2)cc(OC)c1OC | -26% | 4% | -4% | -1% | 0.8%
Cc1ccc(S(=O)(=O)NNc2ccccc2)c(C)c1 | 20% | -3% | -8% | 38µM* | 0.8%
O=C(C1=NN[C@@H]2C(=O)N(c3cccc(C(F)(F)F)c3)C(=O)[C@H]12)c1cnccn1 | 8% | 8% | 3% | 0% | 1.2%
CN(C)S(=O)(=O)Nc1ccccc1C(N)=O | 1% | 8% | 3% | -15% | 6.5%
O=C(O)c1cc(S(=O)(=O)N2CCOCC2)c[nH]1 | -15% | -2% | -5% | nt | i
Cc1nnc(SCC(=O)NC(=O)NC(C)(C)C)s1 | -11% | 2% | -6% | 8% | 0.1%
Cc1ccsc1C(=O)OCC(=O)Nc1ccc(Cl)cc1C(F)(F)F | 21% | -4% | -1% | -9% | 1.3%
COCCN(C(=O)CSCc1ccc(C)cc1)c1c(N)n(CC(C)C)c(=O)[nH]c1=O | 9% | -16% | -3% | nt | i
Cc1ccc(Nc2nc(N)nc(CSc3nnnn3-c3ccccc3)n2)cc1 | 9% | -1% | 0% | 8% | 2.2%
Cc1ccc(C(=O)OCC(=O)NCc2cccs2)c(C)c1 | -1% | -3% | -4% | 4% | 0.2%
COc1cc(OC)cc(-c2c(C#Cc3ccsc3)c3cc(-c4cccc5[nH]cc(C=O)c45)ccc3n2C)c1 | 56% | 2% | -2% | nt | 9.7%
CC(C)(C)NC(=O)CC(CC(=O)O)c1ccccc1 (stereo not given) | -12% | -5% | -6% | -11% | i
O=C(NC(Cc1ccccc1)C(=O)N1CCN(S(=O)(=O)c2ccccc2F)CC1)c1ccccc1 (stereo not given) | -5% | -5% | -2% | nt | i
CCOC(=O)C1(CC2CCCCO2)CCN(C(=O)Nc2cccc(SC)c2)CC1 (stereo not given) | -3% | -8% | 17% | -7% | 6.7%
COC(=O)N/N=C/c1cc(Cl)c(OCc2ccccc2F)c(OC)c1 | 21% | -2% | 14% | -9% | 8.2%
Cc1ccc(Cl)cc1NC(=O)CCC(=O)Nc1cc(Cl)ccc1C | -6% | -3% | -8% | 6% | 7.2%
Cc1ccc(N2CCN(C(=O)c3cc(-c4ccc(F)cc4)[nH]c3C)CC2C)cc1 (stereo not given) | 10% | 4% | ? | 10% | 1.4%
O=C1CSCC(=O)N1c1ncc(C(F)(F)F)cc1Cl | -10% | 0% | -5% | 5% | i
Cc1ccc(C(=O)N2CCN(c3ncccn3)CC2)cc1S(=O)(=O)N1CCCCC1 | 9% | -5% | -4% | -4% | 0.5%
CCOC(=O)Cn1c(=O)oc2cc(S(=O)(=O)Nc3c(C)cc(C)cc3C)ccc21 | nt | 12% | -12% | -18% | 5.0%
O=C(Cc1ccccc1)Nc1ccccc1C(=O)Nc1ccc(C(=O)O)cc1 | 3% | -18% | -7% | -4% | 0.7%
COc1ccc(N(Cc2cc3ccc(C)cc3[nH]c2=O)C(=O)c2ccco2)cc1 | 5% | -27% | 2% | 10% | 1.0%
O=C(Nc1cccc(S(=O)(=O)N2CCCCC2)c1)c1cncc(Br)c1 | 20% | 7% | -5% | nt | 9.6%
Cc1ncc([N+](=O)[O-])n1CC(C)O (stereo not given) | -13% | 0% | 5% | 20% | 0.2%
CCN(CC)S(=O)(=O)c1ccc(N2CCOCC2)c(NC(=O)c2ccccc2)c1 | -1% | -7% | 7% | 0% | 0.5%
CC1CCc2ccccc2N1C(=N)N(C)C (stereo not given) | -5% | 10% | -8% | -1% | 0.1%
COc1cc2c(cc1OC)C(O)C(O)(CO)C(C(=O)O)C2c1cc(OC)c(OC)c(OC)c1 (stereo not given) | nt | -25% | nt | nt | 1.3%
CCN(CC)c1nc2c3c(nc4c(c3c1C#N)CC(=O)N4c1ccc(Cl)cc1)NC(C)=N2 | 16% | -1% | 4% | -11% | 5.3%
Cc1cc(-c2ccc(C)c(S(=O)(=O)NCC3CCN(Cc4ccccc4F)CC3)c2)on1 | 39% | 0% | 10% | -1% | 0.2%
O=C(CCC(=O)c1ccc(-c2ccccc2)cc1)Nc1cccnc1 | 45% | -6% | 55% | 7% | 0.7%
OC(CN1CCOCC1)c1csc2ccccc12 (stereo not given) | -13% | -5% | 7% | -13% | i
CCCSc1oc(-c2ccco2)nc1S(=O)(=O)c1ccc(C)cc1 | 9% | -2% | 9% | 9% | i
O=C(Nc1ccc(F)c(F)c1)C1CCCCC1 | 36% | -3% | 3% | 9% | 0.6% | inhibitors of VEEV 10K pilot screen=0.2
CCc1nnc(NC(=O)c2cccnc2)s1 | -1% | 2% | 1% | 3% | 2.7%
Cc1ccc(S(=O)(=O)N/N=C/c2ccccc2F)cc1[N+](=O)[O-] | 1% | -2% | -2% | -2% | i
CC(=O)O[C@]1(C(C)=O)CC[C@H]2[C@@H]3C=C(Cl)C4=CC(=O)CC[C@]4(C)[C@H]3CC[C@@]21C | 21% | -5% | 14% | -1% | 3.7%
COC(=O)c1c(C)nc(C)c2c(=O)oc3ccccc3c12 | 19% | 5% | -5% | -4% | 0.8%
C/C(=N\NC(=O)c1cc(-c2ccccc2C)nc2ccccc12)c1cccnc1 | 19% | -9% | 3% | 3% | 7.4%
COc1ccc(CCn2c(=N)c(C(=O)NC3CCCC3)cc3c(=O)n4ccccc4nc32)cc1OC | 28% | 1% | 6% | 13% | 3.6%
CCCn1nc(CC(=O)OCC)c2ccccc2c1=O | -7% | -1% | 3% | 13% | 1.2%
CCN(CC)c1ccc(/C=C/c2cccc[n+]2C)c(OC)c1 | ? | -2% | 15% | -42% | i
More results follow:
SMILES | M. tuberculosis | influenza NS1A | H37Rv inhibition | PhoP GFP inhibition | inhibitors of VEEV | others
CC(=O)SC1CC(=O)N(c2ccc(C(C)(C)C)cc2)C1=O (stereo not given) | 51% | -15% | -2% | 10% | 0.5%
CC1(C)Cc2ccccc2C(/C(=N\Nc2cccc(Cl)c2)C(N)=O)=N1 | -5% | 21% | -3% | -4% | 5.5%
Fc1ccccc1NC(=S)N(CCN1CCCCC1)Cc1ccco1 | -15% | 3% | 8% | -17% | i
CCCNC(=O)NC(=O)CSc1ncc(C(F)(F)F)cc1Cl | -5% | -2% | 4% | -3% | 0.4%
COc1ccc(OC)c(C2Nc3ccccc3NC3=C2C(=O)CC(C)(C)C3)c1 (stereo not given) | nt | -5% | 3% | -5% | i
